# HepG2 tox – counter-screen for TGF-b inhibitors: cytotoxicity in HepG2 cells; HepG2 CAGA-GFP viability, ATP luminescence, 18 h; Potency, µM (titrated, usually from 46.1 µM), inactives show top-dose activity change, negative = cytotoxicity, most hits filed as cytotoxic; actives 0.76% (n = 410,000); also: potency is read from the fitted curve at half-maximal effect; some results filed as inactive show a strong effect at the top dose
#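 HepG2 CAGA-GFP cells (1000/well, DMEM with 1% FBS) received compound, then TGF-beta at 500 pg/mL final, and were incubated 18 hours at 37 degrees C. Viability was read by CellTiter-Glo luminescence. Media-only wells were set as complete cell-killing and DMSO as no toxicity.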
# MmCpn inh – blocks the Methanococcus maripaludis chaperonin Mm-Cpn; purified Mm-Cpn ATPase, ADP Transcreener TR-FRET; Potency, µM (highest dose often 76.9 µM), for inactives: at the highest dose activity, negative = inhibition, usual class: inhibitors; actives 0.031% (n = 330,000); also: potency is read from the fitted curve at half-maximal effect; % is scaled to controls: 0 for no effect and ±100 for the full control effect; nearly all actives have a fitted effect of over 80% in size
#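 Compound-treated chaperonin, 25 nM final, turns over 10 uM ATP at 37°C for 30 min following a 10 min preincubation; ADP generated competes with ADP-d2 for Eu-cryptate antibody, lowering FRET.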
# CCT chaperon mod – cytosolic chaperonin activity modulation. activity change, % (concentration not given with the values), hits read low. AID 651819. actives 0.3% (n = 360,000). purified chaperonin ATPase assay, HTRF ADP detection, 30 min; in the data active = activity change below about -30%; also: % is scaled to controls: 0 for no effect and ±100 for the full control effect
#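 First, chaperonin was dispensed at 40 nM or 20 nM final depending on batch activity. Next, compounds were pinned at 76 uM and ATP added at 10 uM. After 30 min at 37 °C, ADP detection reagents ran 30 min at ambient temperature.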
# Nrf2 activator – activators of Nrf2 (ARE) signaling | Potency, µM (doses to about 46.1 µM), for inactives: top-dose activation, actives largely listed as activators | AREc32 ARE-luciferase reporter (MCF7-derived line), luminescence, 24 h | actives 0.31% (n = 410,000); also: potency is read from the fitted curve at half-maximal effect; % of control where 0% means no effect; nearly all actives have a fitted effect of over 65% in size
#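 Each well held 1000 AREc32 cells, which were incubated with compound for 24 hr at 37 deg C after overnight attachment, and ARE reporter activity was quantified by firefly luciferase luminescence.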
# TGFb SMAD3 inh – TGF-b pathway inhibition | HepG2 CAGA-GFP TGF-b/SMAD3 reporter, GFP fluorescence, 18 h; TGF-beta stimulated, 500 pg/mL final | Potency, µM (doses to about 46.1 µM), for inactives: at the top dose activity, negative = inhibition, hits mostly inhibitors | actives 1.2% (n = 410,000); also: potency is read from the fitted curve at half-maximal effect; % is scaled to controls: 0 for no effect and ±100 for the full control effect; nearly all actives have a fitted effect of over 65% in size
#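 Using HEPG2 CAGA-GFP reporter cells at 1000 cells/well, we pinned test compounds, stimulated with recombinant TGF-beta (500 pg/mL final) and measured total well GFP after 18 h.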
# pAkt inh – inhibitors of Akt phosphorylation; Neuro2A IGF-stimulated pAkt S473 HTRF, 20 min; hits give low values; activity change, % for hits at 50 µM; actives 0.32% (n = 360,000); AID 651550; in the data active = activity change below about -80%; inconclusive = mostly about -51% to -80%; also: % is scaled to controls: 0 for no effect and ±100 for the full control effect
#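 Neuro2A cells in DMEM with 0.5% FBS, overnight at 37 deg C, given compound at single 50 µM final, then IGF (6 nM final) for 20 min at 37 deg C. Lysed; phospho-Akt Ser473 by HTRF after 24 h, 665/615 ratio.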
# Abeta rescue – A-beta toxicity reversal in yeast; yeast expressing A-beta42, growth rescue, OD600, 48 h; response scale: 0% DMSO, 100% iron-clioquinol control; Potency, µM (series often up to 46.1 µM), without a hit: at the top dose growth rescue, most hits filed as activators; actives 0.063% (n = 410,000); also: potency is read from the fitted curve at half-maximal effect; nearly all actives have a fitted effect of over 55% in size
#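 Yeast A-beta toxicity model in growth medium with pinned compounds, 48 h at 30 C; growth read as absorbance at 600 nm. Normalized to FeCl3/clioquinol equimolar mix (positive) and DMSO (negative).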
# Nrf2 block – inhibitors of Nrf2 signaling; A549 ARE-Fluc reporter, luciferase luminescence, 18-24 h; actives 2.1% (n = 360,000); Potency, µM (titrated, usually from 46 µM), for the others: at the top dose activity change, negative = inhibition, actives largely listed as inhibitors; also: potency is read from the fitted curve at half-maximal effect; % is scaled to controls: 0 for no effect and ±100 for the full control effect; nearly all actives have a fitted effect of over 60% in size
#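 A549 ARE_Fluc cells, 5000/well, 5% FBS OPTI-MEM; compounds in dose-response, 18-24 h at 37 °C/5% CO2; CellTiter-Fluor viability read (Ex 405/Em 525), then BugLite luciferase luminescence = Nrf2 activity.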
# A549 viability – kills or reduces viability of A549 cells in Nrf2 counter-screen; Potency, µM (series often up to 46 µM), without a hit: top-dose activity change, negative = cytotoxicity, actives largely listed as inhibitors; actives 0.16% (n = 390,000); AID 504648; A549 ARE-Fluc cells, CellTiter-Fluor viability, 18-24 h; also: potency is read from the fitted curve at half-maximal effect; % is scaled to controls: 0 for no effect and ±100 for the full control effect
#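 A549 ARE_Fluc cells in 5% FBS OPTI-MEM were exposed to compounds in concentration-response for 18-24 h at 37 deg C. Viability was read by CellTiter-Fluor fluorescence (Ex 405/Em 525) after 30 min, before the luciferase read.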
# The depositor's hits bear a star; i = inactive; ? = inconclusive; · = no result given; [ ] = dose if it differs, or a comment. Unless noted, calls follow the shape of the dose curve; as a rule, active = well fitted curve in the direction sought with a large enough effect; inconclusive = small, poorly fitted or top-dose-only effect, or another doubt; inactive = no such curve, though single readings can be large; an effect the other way counts as inactive or inconclusive.
SMILES	HepG2 tox	MmCpn inh	CCT chaperon mod	Nrf2 activator	TGFb SMAD3 inh	pAkt inh	Abeta rescue	Nrf2 block	A549 viability
CCOC(=O)c1c(C)[nH]c(C)c1C(=O)COC(=O)c1ccc(Cl)c(S(=O)(=O)NCc2ccccc2)c1	-26%	2%	0.3	3.4%	-13%	i	13%	?	-25%
CC(C)Sc1oc(-c2ccco2)nc1S(=O)(=O)c1ccc(F)cc1	0%	-11%	-0.2	-0.7%	1%	i	2%	-28%	-4%
CC1CCN(CCn2c(=S)[nH]c3ccccc3c2=O)CC1	-5%	2%	0.2	-0.3%	-18%	i	10%	4%	-11%
O=C(O)Cc1ccccc1C(=O)O	2%	-1%	0.1	-0.6%	-13%	i	12%	12%	·
COc1ccc(Cl)cc1S(=O)(=O)N1CCN(C(=O)COc2ccccc2)CC1	13%	-1%	3.0	0.3%	0%	i	15%[9.22 µM]	·	1%
C#CCSc1nc2sc3c(c2c(=O)n1C)CCC3	-7%	0%	-1.9	-0.1%	2%	i	-18%	-18%	0%
Cc1cccc(NC(=O)c2nc[nH]c2C(=O)N[C@@H](C)CO)c1	-4%	·	2.4	0.5%	-9%	i	8%	·	·
CCN(CC)CCNc1nc(C(F)(F)F)nc2c1nnn2Cc1ccccc1	-13%	1%	-17	4.4%	-4%	i	13%	8%	7%
CCC(Sc1ncccc1C(=O)O)C(=O)N1CCOCC1 (stereo not given)	-1%	-1%	-1.8	-0.7%	-18%	i	15%	9%	-5%
CS(=O)(=O)N(CC(=O)O)c1cc(C(F)(F)F)ccc1Cl	-25%	0%	2.9	-0.1%	8%	i	-14%	1%	-12%
CCN(CC)CCN1C(=O)C2C(C(=O)Nc3cc(C)cc(C)c3)C3C=CC2(O3)C1C(=O)NC1CCCCC1 (stereo not given)	-11%	-3%	-26	-0.3%	8%	i	-6%	-8%	-12%
O=C(CCC1N=C2c3ccccc3N=C(SCc3ccccc3F)N2C1=O)NC1CCCCC1 (stereo not given)	-44%	·	·	26%	?	·	-6%	·	2%
COc1ccc(C(C)(O)c2nc(-c3ccc(F)c(Cl)c3)cs2)cc1 (stereo not given)	-25%	·	0.9	1.0%	-16%	i	?	·	·
CC1CN(CCc2ccccc2)C(C)C/C1=N/O (stereo not given)	-14%	·	2.3	-0.9%	25%	i	-15%	?	1%
COc1ccc(NC(=O)CCCn2c(=S)[nH]c3ccccc3c2=O)cc1	-33%	-9%	-3.8	0.3%	-9%	i	4%	5%	1%

# (next part)
SMILES	HepG2 tox	MmCpn inh	CCT chaperon mod	Nrf2 activator	TGFb SMAD3 inh	pAkt inh	Abeta rescue	Nrf2 block	A549 viability
COc1ccc(NC(=O)CSc2n[nH]c(CNc3cccc(C)c3)n2)cc1	-35%	1%	2.0	5.7%	-20%	i	-16%	-5%	5%
Cc1cccc(OC(=O)c2cc(-c3ccc4c(c3)OCCO4)on2)c1C	-2%	·	·	0.2%	-1%	·	-15%	?	1%
CS(=O)(=O)N(CC(=O)NC1CC1)C1CCCCC1	-1%	1%	-0.7	0.3%	4%	i	-13%	-2%	0%
CCc1ccc2cc(C)cnc2n1	9%	·	1.0	0.8%	-5%	i	-11%	·	·
COc1nnc(-c2ccc(C(=O)N3C[C@@H]4C[C@H](C3)c3cccc(=O)n3C4)cc2)c2ccccc12	7%	1%	2.2	-0.2%	-7%	i	-12%	-1%	11%
CC(NC(=O)c1ccco1)C(=O)N1CCN(c2cccc(Cl)c2)CC1 (stereo not given)	-17%	-3%	2.3	-1.1%	-2%	i	-4%	-3%	11%
Cc1ccc(CN2CCN(c3ccccc3)CC2)o1	2%	2%	1.8	0.2%	21%	i	6%	-12%	1%
CCCCSc1nnc([C@H](CC(C)C)NC(=O)OC(C)(C)C)o1	-4%	0%	0.1	0.2%	0%	i	9%	-17%	-7%
CCOC(=O)C1CCCN(c2ccc(NC(=O)c3snc4c(=O)[nH]cnc34)cc2)C1 (stereo not given)	-18%	-2%	-4.2	0.6%	1%	i	-3%	?	-14%
CC(C)(C)NC(=O)Cn1nnc(-c2ccc(OCc3c(F)cccc3Cl)cc2)n1	-9%	1%	0.0	2.5%	14%	i	2%	1%	-5%
CCCn1c(SCC(=O)Nc2ccccc2CC)nnc1C(C)C	-58%	-4%	-1.0	0.3%	0%	i	4%	-2%	-1%
CCCCCCn1nc(C(=O)Nc2nc3c(s2)CCCC3)c2ccccc2c1=O	11%	2%	-1.2	0.1%	-15%	i	0%	-11%	4%
Cc1cccc2cc(C#N)c(N3CCOCC3)nc12	2%	0%	0.4	-0.8%	-5%	i	-24%	-6%	-6%
CCN1CCN(c2c(/C=C3\SC(=S)N(Cc4ccco4)C3=O)c(C)c(C#N)c(=O)n2C)CC1	-4%	0%	-2.3	10.0%	122%[activator]	i	2%	-31%	0%
CC(NC(=O)Nc1cccc(F)c1)c1ccc2c(c1)OCO2 (stereo not given)	-2%	-1%	-4.8	0.2%	0%	i	8%	-25%	2%

# The list goes on:
SMILES	HepG2 tox	MmCpn inh	CCT chaperon mod	Nrf2 activator	TGFb SMAD3 inh	pAkt inh	Abeta rescue	Nrf2 block	A549 viability
Cc1ccc(NC(=O)CCc2c(C)nn(-c3ccc(N4CCOCC4)nn3)c2C)cc1	2%	0%	2.7	0.4%	-10%	i	0%	11%	-1%
O=C(/C=N/NC(=O)c1ccccc1Br)c1ccccc1	-15%	0%	2.9	18%	0%	i	17%	?	2%
O=C(COC(=O)c1ccccc1Sc1ccc(C(F)(F)F)cc1[N+](=O)[O-])NC(=O)NC1CCCC1	1%	-1%	1.3	0.6%	4%	i	8%	?	-14%
NC(=O)c1ccc(-c2ccccc2F)cc1	-4%	1%	-1.9	3.2%	8%	i	-16%	0%	0%
O=C(NC1CCCC1)c1c(O)nc2sccn2c1=O	7%	1%	0.0	2.0%	1%	i	-17%	?	-1%
CCS(=O)(=O)N1Cc2ccccc2CC1C(=O)Nc1nc(C)cs1 (stereo not given)	-1%	0%	-1.0	-0.1%	31%[activator]	i	2%	?	5%
COc1ccc(OCC(=O)OC(C)CN2CCCCC2)cc1 (stereo not given)	12%	0%	0.2	-0.5%	-5%	i	12%	2%	-17%
O=C(CC1C[C@H](C(=O)N2CCOCC2)[C@@]2(CCC3CCCC3)c3[nH]c4ccccc4c3CCN2C1=O)NCCCn1ccnc1 (stereo not given in full)	4%	1%	-1.8	0.4%	-39%	i	5%	6%	0%
CCOC(=O)C1CCCN(C(=O)c2cc(S(=O)(=O)N(C)C)ccc2N2CCCC2)C1 (stereo not given)	-6%	1%	2.8	-0.6%	-20%	i	0%	-5%	-6%
COc1ccccc1Nc1cc(N2CCOCC2)c2nonc2c1[N+](=O)[O-]	-11%	-1%	1.7	0.3%	2%	i	7%	-17%	-6%
COc1cc(NS(=O)(=O)c2ccc(NC(=O)COc3cccc(C)c3)cc2)nc(OC)n1	3%	-6%	-4.8	-0.4%	-1%	i	7%	1%	3%
CCCOc1ccc(C(=O)NNC(=S)NC(=O)CC)cc1	-10%	-1%	-0.5	-0.4%	-23%	i	-73%[inhibitor]	4.6µM*	?
CCN1c2ccccc2-c2nc(SCC(=O)Nc3c(C)cc(C)cc3C)ncc2S1(=O)=O	-4%	·	·	-0.3%	-19%	·	-6%	0%	?
Cc1coc(C)c1C(=O)Nc1ccc2ccccc2c1	-3%	-1%	-2.2	12%	-4%	i	-14%	?	6%
O=c1n2c(c(O)n1C1CCCCC1)C(c1ccccc1)=Nc1ccccc1C2	-8%	·	0.7	14%	?	i	-6%	·	·

# Following part
SMILES	HepG2 tox	MmCpn inh	CCT chaperon mod	Nrf2 activator	TGFb SMAD3 inh	pAkt inh	Abeta rescue	Nrf2 block	A549 viability
O=C(NCc1ccccn1)c1ccc2nc(C3CCCCC3)oc2c1	-6%	0%	3.2	-0.8%	-10%	i	2%	11%	-2%
O=C(c1ccc(Cn2cc([N+](=O)[O-])cn2)o1)N1CCCCCC1	-6%	0%	-9.1	-1.3%	7%	i	6%	-21%	-9%
CCOC(=O)c1c2n(c3c(NCc4ccccc4)ncnc13)CCCC2	-38%	0%	-0.2	-0.1%	-12%	i	15%	·	3%
COc1cc(/C=C/C(=O)OCC(=O)Nc2ccc(C)c(S(=O)(=O)N3CCCCC3)c2)ccc1O	7%	0%	2.1	21%	-18%	i	-10%	?	-7%
O=c1cc(N2CCCCC2)c(-c2ccccc2)nn1Cc1cccc(F)c1	-2%	0%	2.4	11%	?	i	-52%[inhibitor]	?	-12%
CC(=O)Nc1ccc(S(=O)(=O)Nc2nc3ccc([N+](=O)[O-])cc3s2)cc1	0%	-2%	-2.8	-0.9%	-2%	i	-18%	2%	-11%
COc1ccc2[nH]c(O)c(N=O)c2c1	6%	3%	-3.8	0.0%	-19%	i	-3%	12%	1%
CN(C)c1ncnc2c1ncn2CCn1cnc2c(N(C)C)ncnc21	6%	·	-0.9	-0.5%	-5%	i	7%	-6%	1%

# An excerpt from above, reduced to HepG2 tox, Nrf2 block and Nrf2 activator:
smiles,HepG2 tox,Nrf2 block,Nrf2 activator
O=C(c1ccc(Cn2cc([N+](=O)[O-])cn2)o1)N1CCCCCC1,-6%,-21%,-1.3%
CCOC(=O)c1c2n(c3c(NCc4ccccc4)ncnc13)CCCC2,-38%,·,-0.1%
COc1cc(/C=C/C(=O)OCC(=O)Nc2ccc(C)c(S(=O)(=O)N3CCCCC3)c2)ccc1O,7%,?,21%
O=c1cc(N2CCCCC2)c(-c2ccccc2)nn1Cc1cccc(F)c1,-2%,?,11%

# From PubChem BioAssay
